Screening results as filed in PubChem BioAssay.
esBAF inh – Bmi1 luciferase reporter increase in mESCs, primary screen, esBAF inhibitor project, mouse ES cells, Bmi1 luciferase knock-in, single point | reporter increase, % at 12.5 µM | 24 h; 100% = twice the neutral-well signal | actives 2% (n = 350,000); in the data active means activation above about 40%;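 further: 0% = median of the plate's neutral control wells and 100% = double that signal; a rise in the Bmi1 reporter signal indicates esBAF inhibition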
CASP6 VEID inh – human caspase-6 inhibitors, primary screen, biochemical, VEID-R110 fluorescence, single point, set 2; AID 686996, 2013; actives 0.53% (n = 350,000); P55212; purified caspase-6, Z-VEID-R110 cleavage fluorescence; inhibition, % at 12.5 µM;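 active means mean inhibition across replicates at least about 35%, with every replicate also reaching that limit, limit read from the data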;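 further: 0% = median of neutral control wells and 100% = no fluorescence left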
Target sequence (P55212 24-179 limits assumed): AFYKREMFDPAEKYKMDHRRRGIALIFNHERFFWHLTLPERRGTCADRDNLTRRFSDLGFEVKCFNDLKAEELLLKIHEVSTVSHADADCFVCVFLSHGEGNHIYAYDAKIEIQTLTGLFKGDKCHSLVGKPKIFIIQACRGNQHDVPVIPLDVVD
Target sequence (P55212 194-293 limits assumed): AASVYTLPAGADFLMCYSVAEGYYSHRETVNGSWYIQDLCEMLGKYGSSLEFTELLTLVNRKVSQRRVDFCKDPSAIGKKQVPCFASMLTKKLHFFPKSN
E-selectin induc – E-selectin induction in HUVECs, primary screen, imaging, HUVEC, immunofluorescence imaging, single point | normalized: neutral wells 0, TNF-alpha wells 100 | activation, % at 7.58 µM | actives 0.37% (n = 260,000) | AID 686992, 2013;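 active means mean E-selectin-positive cell signal at least 10% of the positive control, reached in at least 60% of replicates, without over 20% cell loss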;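 further: in these data hits start at about 27%; measured in HUVEC primary endothelial cells; signal is the percent of cells scored E-selectin positive by PE staining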
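Test system – human umbilical vein endothelial cells (HUVEC), E-selectin induction · Input – 3,000 HUVEC seeded per well · Buffer or medium – EGM-2, gelatin · Compound dosing – single-point compound dose · Detection – immunofluorescence imaging · Measure – percent E-selectin-positive cells · Controls – TNF-alpha high, DMSO low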
PglD DTNB – C. jejuni PglD acetyltransferase inhibitors, primary screen, biochemical, DTNB colorimetric, single point | UDP-N-acetylbacillosamine N-acetyltransferase PglD (Campylobacter jejuni) | purified PglD enzyme, DTNB colorimetric CoA detection | inhibition, % at 12.5 µM | actives 0.098% (n = 360,000) | AID 602405, 2012; in the data active means inhibition above about 16%, passing the limit was not always enough; further: strong numbers were not always called active
RAD54 branch – inhibitors of human RAD54 branch migration, primary screen, biochemical, fluorescence, single point; DNA repair and recombination protein RAD54-like (Homo sapiens), Q92698; RAD54 Holliday junction branch migration, FAM/BHQ fluorescence; inhibition, % at 10.4 µM; actives 0.14% (n = 360,000); AID 602329, 2012;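 active means mean normalized replicate activity at least 40 and at least half of replicates scoring 40 or more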;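 further: 0% = median of neutral control wells and 100% = median of positive control wells; inhibitors cause a drop in the FAM fluorescence signal; in these data hits start at about 50%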
ERp5 inh – inhibitors of ERp5-driven insulin aggregation, primary screen, biochemical, turbidity, absorbance 650 nm, single point | Protein disulfide-isomerase A6 (Homo sapiens), Q15084 | 90 min | inhibition, % at 9.99 µM | actives 0.05% (n = 350,000) | AID 651711, 2012;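 active means mean replicate inhibition above about 25%, with every replicate also reaching it, limit read from the data, passing the limit was not always enough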
Target sequence (Q15084 whole entry, looked up): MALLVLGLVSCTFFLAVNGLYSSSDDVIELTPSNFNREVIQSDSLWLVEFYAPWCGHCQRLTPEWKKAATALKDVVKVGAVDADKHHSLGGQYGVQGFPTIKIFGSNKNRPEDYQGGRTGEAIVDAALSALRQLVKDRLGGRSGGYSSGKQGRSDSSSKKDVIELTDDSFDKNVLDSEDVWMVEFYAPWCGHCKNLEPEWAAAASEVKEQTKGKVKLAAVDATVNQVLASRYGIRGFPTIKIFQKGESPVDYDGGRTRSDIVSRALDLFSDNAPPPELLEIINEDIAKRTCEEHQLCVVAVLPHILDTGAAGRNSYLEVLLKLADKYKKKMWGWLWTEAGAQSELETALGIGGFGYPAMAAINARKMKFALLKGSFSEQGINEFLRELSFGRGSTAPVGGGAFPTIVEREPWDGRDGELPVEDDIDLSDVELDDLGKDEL
ARNT TACC3 PPI – disruptors of ARNT/TACC3 protein interaction, primary screen, biochemical, AlphaScreen, single concentration; AlphaScreen His-ARNT PAS-B/GST-TACC3 binding, luminescence; TACC3 fragment carries E629A point mutation; inhibition, % at 9.99 µM; actives 0.66% (n = 390,000); Transforming acidic coiled-coil-containing protein 3 (Homo sapiens), Q9Y6A5;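 active means mean inhibition of replicates at least 50% and at least half of replicates each reaching 50%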;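 further: 0% = complete ARNT plus TACC3 wells and 100% = ARNT alone without TACC3; many hits fall short of the cut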
RAD52 inh – RAD52 DNA annealing inhibitors, primary screen, biochemical, FRET, single point, set 2; actives 0.46% (n = 360,000); AID 651710, 2012; inhibition, % at 18.7 µM; recombinant RAD52 DNA annealing, FRET fluorescence;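 active means every replicate showing at least 50% inhibition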
Numbers without * were called inactive; · = no result given; & = joins results of further samples.

1	CSCCC(NS(=O)(=O)c1ccccc1F)C(=O)NCCCn1nc(C)cc1C (stereo unspecified)
2	CC(=O)Nc1ccc(S(=O)(=O)NC2CC(=O)N(c3ccc(C)c(C)c3)C2)cc1 (stereo unspecified)
3	C[C@H](CO)N1C[C@H](C)[C@H](CN(C)Cc2ccccc2)Oc2ccc(NC(=O)C3CC3)cc2CC1=O
4	COc1ccccc1CNC(=O)C[C@H]1C=C[C@H](NC(=O)CN(C)C)[C@H](CO)O1
5	COCCNC(=O)C[C@H]1CC[C@H]2[C@@H](COc3ccc(NC(=O)Cc4ccccc4)cc3C(=O)N2C)O1
6	COc1ccc2c3c(n(C)c2c1)[C@H](CO)N(Cc1ccncc1)CC31CN(C(=O)C2CCC2)C1

assay / entry	1	2	3	4	5	6
ARNT TACC3 PPI	2.6	-2.5	2.3	·	-3.1	·
CASP6 VEID inh	2.4	3.0	3.2	-1.1	-0.7	5.6
E-selectin induc	·	-0.2	-0.1	0.1	0.1	-0.4
esBAF inh	1.2	-0.8	0.7	-3.4	-1.2	·
RAD54 branch	·	9.4	-7.0	6.3	-1.3	·
ERp5 inh	1.9	-0.7	0.9	-0.7	-2.2	1.9
PglD DTNB	·	5.0	1.0	-1.1	1.2	·
RAD52 inh	-6.2	-3.7	14.6	13.0	-1.7	2.3

7	Cc1ccccc1S(=O)(=O)N1CCCCN2[C@H](CO)[C@@H](c3ccc(-c4cncnc4)cc3)[C@@H]2C1
8	COC(=O)N(NC(=O)C(O)(C(C)C)C(C)C)c1ccccc1
9	COc1ccc(CNC(=O)C2CCCN(S(=O)(=O)c3cnc[nH]3)C2)cc1 (stereo unspecified)
10	COc1cc2sc3cc(NCCCN4CCOCC4)ccc3c(=O)c2cc1OC
11	C/C(=N\Nc1ccc2nncn2n1)c1cccs1
12	CC1CC(N(C(=O)C2CC2)c2ccccc2)c2ccccc2N1C(=O)C1CC1 (stereo unspecified)

assay / entry	7	8	9	10	11	12
ARNT TACC3 PPI	-2.6	0.3	16.9	28.1*	-1.8	-6.8
CASP6 VEID inh	2.6	-1.5	1.8	-15.7	2.6	·
E-selectin induc	-0.7	1.4	·	-0.2	-0.1	·
esBAF inh	·	·	6.6	54.6*	15.8	-0.9
RAD54 branch	-0.5	·	-2.8	21.7	9.8	-3.8
ERp5 inh	6.5	-8.0	-8.2	-1.8	-2.8	·
PglD DTNB	-10.5	·	1.6	-1.7	-3.8	-11.2
RAD52 inh	-17.9	-2.9	-9.3	80.7*	2.2	·

13	CCCc1nnc(NC(=O)CC(=O)OCC)s1
14	COc1ccc(N=C2NC(=O)/C(=C\C=C\c3ccco3)S2)cc1
15	C[C@@H]1CN([C@H](C)CO)C(=O)c2cc(NS(=O)(=O)c3cn(C)cn3)ccc2O[C@H]1CN(C)C(=O)Nc1cccc2ccccc12
16	O=C(CSc1ccccn1)Nc1ccc2c(c1)C(=O)c1ccccc1C2=O
17	Cc1cc2oc(=O)c3c(c2cc1OC(=O)c1ccco1)CCCC3
18	CN(C)CC(=O)N[C@H]1CC[C@@H](CCn2cc(C3CC3)nn2)O[C@H]1CO

assay / entry	13	14	15	16	17	18
ARNT TACC3 PPI	5.8	·	-3.7	-3.2	-1.6	29.6
CASP6 VEID inh	·	·	-0.7	2.4	·	-3.2
E-selectin induc	·	14.3	0.1	·	·	-0.3
esBAF inh	-5.3	-6.4	-2.0	·	4.1	1.5
RAD54 branch	-3.1	-5.7	12.2	-1.5	-3.5	8.8
ERp5 inh	·	-0.5	12.7	-6.2	·	3.9
PglD DTNB	-7.3	-8.2	-1.0	-1.9	-5.5	3.4
RAD52 inh	·	-16.1	-4.4	-24.6	·	-12.3

19	C[C@H]1CN([C@@H](C)CO)C(=O)c2cc(NC(=O)Cc3cn(C)c4ccccc34)ccc2O[C@H]1CN(C)CC1CCCCC1
20	O=C(NCc1ccc(C(F)(F)F)cc1)C1CC(c2ccccc2[N+](=O)[O-])=NO1 (stereo unspecified)
21	O=C(NC1CCCCC1)N1CC2(C1)[C@@H](c1ccccc1)[C@@H](CO)N2CC1CCOCC1
22	COC(=O)c1c(C)oc(C)c(C(=O)OC)c1=O
23	O=C(NCC(c1ccco1)N1CCCC1)c1sc2ccccc2c1Cl (stereo unspecified)
24	C[C@H]1CN([C@@H](C)CO)C(=O)c2cc(-c3ccc(F)cc3)cnc2O[C@H]1CN(C)C(=O)NC1CCCC1

assay / entry	19	20	21	22	23	24
ARNT TACC3 PPI	5.6	-5.5	·	1.7	1.2	-6.0
CASP6 VEID inh	-0.1	2.2	1.9	·	-0.2	-1.6
E-selectin induc	-0.1	0.0	0.0	·	·	0.1
esBAF inh	-1.6	-2.0	·	-12.1	-1.4	1.0
RAD54 branch	-16.5	1.9	·	-14.0	2.4	-5.2
ERp5 inh	7.5	1.6	3.8	·	0.6	-5.5
PglD DTNB	2.5	1.8	·	9.1	-3.7	1.0
RAD52 inh	5.8	2.6	-11.8	·	-31.2	-10.7

Structural class, those above containing a thiophene ring, fused or not
11	C/C(=N\Nc1ccc2nncn2n1)c1cccs1
23	O=C(NCC(c1ccco1)N1CCCC1)c1sc2ccccc2c1Cl (stereo unspecified)

assay / entry	11	23
ARNT TACC3 PPI	-1.8	1.2
CASP6 VEID inh	2.6	-0.2
E-selectin induc	-0.1	·
esBAF inh	15.8	-1.4
RAD54 branch	9.8	2.4
ERp5 inh	-2.8	0.6
PglD DTNB	-3.8	-3.7
RAD52 inh	2.2	-31.2

Further results follow.
25	CN(C(=O)c1cccc(NC(=O)Cc2ccc(NC(=O)C3CCCN(C(=O)c4ccccc4)C3)cc2)c1)C1CC1 (stereo unspecified)
26	C[C@H](CO)N1C[C@H](C)[C@@H](CN(C)C(=O)Nc2ccccc2)Oc2ccc(NC(=O)CCC(F)(F)F)cc2C1=O
27	CNC(=S)N/N=C/c1c(C)nn(-c2ccc(F)cc2)c1Cl
28	CNC[C@H]1Oc2ccc(NC(=O)NC(C)C)cc2CC(=O)N([C@H](C)CO)C[C@@H]1C
29	CCCCC(=O)Nc1ccc(NC(=O)c2ccc([N+](=O)[O-])cc2)cc1OC
30	COC(=O)C1=C(C)N(Cc2cccc(C(F)(F)F)c2)C(=NCc2ccc(C(F)(F)F)cc2)NC1c1ccc(Cl)cc1 (stereo unspecified)

assay / entry	25	26	27	28	29	30
ARNT TACC3 PPI	·	-1.7	1.9	-6.0	-0.5	·
CASP6 VEID inh	-0.1	2.1&1.7	0.1	-0.5	-2.4	-1.7
E-selectin induc	0.1	0.0&-0.3	0.9	·	·	-0.3
esBAF inh	·	-9.2&-2.6	·	-6.0	·	·
RAD54 branch	·	-3.0&-6.6	·	-15.9	·	·
ERp5 inh	7.5	-3.4&-5.5	0.2	-1.8	-7.9	9.3
PglD DTNB	·	-2.9&10.6	·	4.1	·	·
RAD52 inh	-24.3	14.9&-6.1	-16.0	-8.0	-17.0	5.7

31	CC(C)(C)/C(Cn1cncn1)=N\OC(=O)Nc1ccc(Cl)cc1
32	C=CCc1cccc(CNn2cnnc2)c1O
33	Cc1ccc(S(=O)(=O)N(C)C[C@@H]2Oc3ncccc3C(=O)N([C@H](C)CO)C[C@@H]2C)cc1
34	CCCCn1c(=O)[nH]c(=O)c2c1nc(-c1ccc(OCCC)c(OCC)c1)n2CCOC
35	CCC(C)(C(=O)NC1CCCC1)N(C(=O)c1cnccn1)c1c(C)n(C)n(-c2ccccc2)c1=O (stereo unspecified)
36	COc1ccc(OCC(O)CNC(=O)Nc2cccc3ccccc23)cc1 (stereo unspecified)

assay / entry	31	32	33	34	35	36
ARNT TACC3 PPI	-3.1	-4.7	-4.6	-1.7	0.6	-0.9
CASP6 VEID inh	1.0	-1.0	1.1	-1.1	·	7.1
E-selectin induc	·	·	0.0	0.1	·	1.0
esBAF inh	4.1	5.5	1.5	·	0.2	-6.8
RAD54 branch	·	-5.8	-4.4	·	-4.5	-1.8
ERp5 inh	3.3	6.1	-2.3	-3.2	·	1.7
PglD DTNB	·	-9.3	0.1	·	-1.0	0.3
RAD52 inh	-10.3	-6.9	13.1	-16.8	·	0.7

37	Cc1ccc(-c2csc(NC(=O)c3cccc([N+](=O)[O-])c3)n2)cc1
38	CCn1c(SCC(=O)Nc2cccc(NC(C)=O)c2)nnc1C(C)C
39	C/C(=N\NC(=O)c1ccccc1C)c1cccnc1
40	COc1ccc(NC(=O)CN2C(=O)NC(CC(C)C)C2=O)cc1S(=O)(=O)N1CCOCC1 (stereo unspecified)
41	Cc1ccc(S(=O)(=O)N(C)C[C@@H]2Oc3ccc(NC(=O)Cc4ccccc4)cc3CC(=O)N([C@H](C)CO)C[C@H]2C)cc1
42	CN(C)C(=O)C[C@@H]1C=C[C@@H](NC(=O)C2CCC2)[C@H](CO)O1

assay / entry	37	38	39	40	41	42
ARNT TACC3 PPI	-4.3	-0.2	-23.1	·	1.6	-4.9
CASP6 VEID inh	·	·	-0.3	-0.9	-1.3	2.9
E-selectin induc	·	·	0.2	·	0.3	4.5
esBAF inh	-1.4	-1.1	8.3	3.1	3.2	2.8
RAD54 branch	5.8	6.6	-2.4	·	-12.3	-1.8
ERp5 inh	·	·	2.5	-22.4	2.0	-1.4
PglD DTNB	6.2	-2.6	5.5	·	4.7	-30.6
RAD52 inh	·	·	-10.8	-10.5	-1.8	1.5

43	CC(C)NC(=O)N[C@H]1CC[C@H](CCNS(=O)(=O)c2ccc(F)cc2)O[C@H]1CO
44	COC(=O)c1ccc(CNC(=O)C2CCC(=O)N(C3CCCCCC3)C2)cc1 (stereo unspecified)
45	COc1cccc(-c2cnc3c(NC(C)=O)cc(-c4cccc(C(=O)NCCN(C)C)c4)cn23)c1
46	C[C@H]1CN([C@@H](C)CO)C(=O)Cc2cc(NC(=O)CCN3CCOCC3)ccc2O[C@@H]1CN(C)C(=O)Nc1cccc2ccccc12
47	C=CCNc1nc(N)c([N+](=O)[O-])c(N2CCCCCC2)n1
48	Cc1ccc(C(=O)c2c[nH]c(C(=O)NCc3cccnc3)c2)cc1
49	Cc1cc(C(F)(F)F)n2[nH]c(=O)c(N=Nc3ccccc3)c2n1

assay / entry	43	44	45	46	47	48	49
ARNT TACC3 PPI	-1.5	-0.6	·	0.4	0.7	1.7	9.6
CASP6 VEID inh	-0.6	2.3	-89.9	6.1	-1.2	·	3.9
E-selectin induc	0.5	·	-0.8	-0.1	0.8	·	·
esBAF inh	-2.7	-5.4	8.4	-3.2	3.3	1.9	8.3
RAD54 branch	-1.8	-4.9	78.2*	-0.3	4.6	4.4	·
ERp5 inh	0.9	1.4	3.8	5.7	1.4	·	0.0
PglD DTNB	-0.7	2.0	2.4	0.6	-4.7	-2.5	·
RAD52 inh	1.3	-8.4	99.9*	-8.6	0.9	·	-22.8
